Screens (PubChem BioAssay)
LMPTP block – LMPTP (human) inhibition. P24666. recombinant LMPTP-A, OMFP fluorogenic substrate, fluorescence intensity. inhibition, % at 20 µM. hit rate 0.22% among 360,000;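 active = compounds that cut the enzyme signal by at least half of the control window in the single-dose screen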;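 also: plate controls were DMSO wells with enzyme plus substrate for no effect and substrate without enzyme for full effect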
Target sequence (P24666 whole entry, looked up): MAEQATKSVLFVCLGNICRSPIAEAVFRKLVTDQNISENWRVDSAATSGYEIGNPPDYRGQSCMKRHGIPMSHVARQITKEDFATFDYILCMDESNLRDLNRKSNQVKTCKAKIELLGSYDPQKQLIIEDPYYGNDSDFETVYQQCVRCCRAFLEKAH
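Assay system: LMPTP-A, protein tyrosine phosphatase of low molecular weight / Medium: pH 6.0 Bis-Tris buffer with DTT and Triton X-100 / Schedule: 50 min enzyme reaction at room temperature, protected from light / Measured by: endpoint fluorescence intensity from OMFP dephosphorylation / Read-out basis: % inhibition relative to no-enzyme and uninhibited control wells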
DNMT1 inh – blocks human DNA methyltransferase DNMT1. DNMT1 molecular beacon, Hinp1I cleavage, fluorescence. P26358. AID 588458. hit rate 0.83% among 360,000. inhibition (reported as % activation of signal), % at 10 µM; in the data active = inhibition above about 50%
SUMO1 PPI mod – alters human SUMO1 binding to SIM partners; P63165; SUMO1 binding to a labelled peptide, TR-FRET, 1 h; inhibition, % at 20 µM; hit rate 0.33% among 360,000; in the data active = inhibition above about 37%
Target sequence (P63165 whole entry, looked up): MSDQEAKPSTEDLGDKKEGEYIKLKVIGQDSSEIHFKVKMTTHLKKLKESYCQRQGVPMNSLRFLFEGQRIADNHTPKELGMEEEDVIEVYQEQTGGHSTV
Rpn11 block – inhibitors of human proteasome Rpn11; O00487; human 26S proteasome, Ub4-pepOG fluorescence polarization; 20S core pre-blocked with epoxomicin; calls only at 20 µM; hit rate 0.59% among 360,000; AID 588493;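 active = inhibition at 20 µM, scaled to each plate's controls, above about 33%, limit read from the data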
STEP inh – inhibitors of human striatal-enriched phosphatase STEP; P54829; recombinant STEP, OMFP fluorogenic substrate, fluorescence; inhibition, % at 20 µM; hit rate 0.25% among 360,000;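 active = inhibition at 20 µM, scaled per plate between control wells, above about 37%, limit read from the data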;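 also: 0% = DMSO with enzyme and substrate and 100% = substrate only without enzyme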
Target sequence (P54829 whole entry, looked up): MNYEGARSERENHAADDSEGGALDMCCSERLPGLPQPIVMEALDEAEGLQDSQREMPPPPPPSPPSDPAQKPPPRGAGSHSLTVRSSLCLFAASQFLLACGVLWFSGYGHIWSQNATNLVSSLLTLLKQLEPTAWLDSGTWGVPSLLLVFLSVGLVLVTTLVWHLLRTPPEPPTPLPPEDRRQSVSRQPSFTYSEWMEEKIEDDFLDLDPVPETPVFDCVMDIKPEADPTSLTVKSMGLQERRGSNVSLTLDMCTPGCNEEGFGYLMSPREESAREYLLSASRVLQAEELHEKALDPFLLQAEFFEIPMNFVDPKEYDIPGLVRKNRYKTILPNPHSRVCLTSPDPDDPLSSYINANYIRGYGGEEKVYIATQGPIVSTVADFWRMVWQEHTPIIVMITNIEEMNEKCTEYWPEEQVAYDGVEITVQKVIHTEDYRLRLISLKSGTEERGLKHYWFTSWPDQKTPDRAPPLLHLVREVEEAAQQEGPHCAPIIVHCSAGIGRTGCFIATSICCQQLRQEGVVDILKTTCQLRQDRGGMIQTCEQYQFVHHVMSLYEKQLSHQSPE
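material = STEP tyrosine phosphatase | reagent = fluorogenic phosphatase substrate OMFP at 25 µM final | doses = single compound dose of 20 µM, 1% DMSO final | schedule = 20 min reaction, room temperature, in the dark | measured by = fluorescence, 480/540 nm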
Scp-1 inhibitor – blocks human Scp-1 phosphatase activity | Q9GZU7 | Recombinant Scp1, phosphopeptide, malachite green phosphate absorbance | inhibition, % at 20 µM | hit rate 0.88% among 340,000;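 active = inhibition above about 50% at 20 µM, limit read from the data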;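 also: plate controls were DMSO wells with enzyme for no effect and wells lacking enzyme for full effect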
Target sequence (Q9GZU7 76-261 limits assumed): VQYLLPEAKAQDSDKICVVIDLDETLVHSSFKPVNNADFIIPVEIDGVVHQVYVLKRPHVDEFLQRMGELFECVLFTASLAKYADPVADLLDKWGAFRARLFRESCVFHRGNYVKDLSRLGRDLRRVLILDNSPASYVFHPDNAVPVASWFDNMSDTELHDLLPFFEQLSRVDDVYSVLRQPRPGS
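Assay system: SCP-1 catalytic fragment, aa 76-261 | Buffer or medium: Tris acetate buffer pH 5.5 with MgCl2 and Tween-20 | Compound: One concentration, 20 µM, with 1.0% DMSO | Also added: Phospho 17-mer peptide substrate | Signal: Absorbance at 630 nm | Incubation: 45 min enzyme reaction at room temperature | Measure: % inhibition of SCP-1 phosphate liberation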
MsrA inh – bovine MsrA inhibition; purified bovine MsrA, absorbance read-out; inhibition, % at 15.5 µM; hit rate 0.75% among 360,000; AID 651718; in the data active = inhibition above about 4.5%;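 also: 0% = vehicle wells with enzyme and 100% = reference inhibitor wells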
Tb MetRS inh – blocks T. brucei methionyl-tRNA synthetase activity; purified T. brucei MetRS, ATP depletion, Kinase-Glo luminescence; hit rate 0.4% among 360,000; AID 624268; inhibition, % at 11.9 µM;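 active = inhibition above a per-plate cutoff of the control wells' mean inhibition plus 3 SD, cut at about 5.5% in these data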;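 also: 0% = DMSO wells median and 100% = median of wells with control inhibitor compound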
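Assay system: T. brucei methionyl-tRNA synthetase, purified | Medium: HEPES buffer with MgCl2, KCl, DTT, spermine, BSA, pyrophosphatase | Compound: 11.9 µM single point | Incubation: 15 min enzyme-compound preincubation, 2 h reaction, 10 min detection, 25 °C | Measured by: Kinase-Glo luciferase luminescence reporting remaining unconsumed ATP | Measure: % inhibition normalized to control-well medians | Replication: Singlicate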
CSN inh – CSN deneddylation inhibition; inhibition, % at 12.5 µM; hit rate 0.38% among 360,000; Purified CSN, SCF-Nedd8-OG deneddylation, fluorescence polarization; Q92905;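 active = pattern-corrected inhibition above about 35%, with an unprinted fluorescence ratio check between 0.5 and 1.5, limit read from the data, passing the limit was not always enough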;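 also: 0% = enzyme with substrate and 100% = substrate without enzyme; some results filed as inactive read as strong as hits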
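Test system: purified human Csn5 enzyme expressed in HEK293T cells. Amount: 0.24 nM enzyme. Reagent: SCFSkp2-Nedd8OG substrate at 10 nM final. Schedule: 90 min incubation of compound, enzyme and substrate at room temperature. Detection: fluorescence polarization. Read-out: % inhibition of substrate cleavage by Csn5.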
NadD block – blocks S. aureus nicotinate mononucleotide adenylyltransferase; purified NadD enzyme, colorimetric absorbance read-out; inhibition, % at 20 µM; hit rate 0.78% among 360,000; AID 602399; in the data active = inhibition above about 26%; also: some compounds past the cut are filed as inactive
* marks the source's active call; other numbers are inactive results; i = inactive; . = no result given.

Assay codes: A = LMPTP block; B = DNMT1 inh; C = SUMO1 PPI mod; D = Rpn11 block; E = STEP inh; F = Scp-1 inhibitor; G = MsrA inh; H = Tb MetRS inh; I = CSN inh; J = NadD block
N#C/C(=C\c1ccc(-c2ccc(C(=O)O)cc2)o1)C(=O)Nc1ccc(F)cc1
  A: 7.1; B: 46; C: 3; D: i; E: 6; F: 69*; G: 0.2; H: -1.1; I: 16; J: 12

N#Cc1cccc(-c2nnc(SCc3ccccc3C#N)o2)c1
  A: 0.1; B: 3; C: -1; D: i; E: 1; F: -9; G: -0.2; H: -0.4; I: -1; J: -7

Cc1ccc(-c2c(C(=O)N/N=C/c3c[nH]c4ccccc34)nnn2-c2nonc2N)cc1
  A: 0.8; B: -9; C: 0; D: i; E: -4; F: 0; G: 2.0; H: -0.7; I: 1; J: 9

Cc1ccc(N2CCN(c3ccc(C)cc3)C2c2ccccn2)cc1
  A: -0.3; B: 0; C: -9; D: i; E: 1; F: -12; G: -0.1; H: -0.4; I: 5; J: 12

CCN(Cc1ccc2c(c1)OCO2)C(=O)CSc1nc(C)nc2sc(C)c(C)c12
  A: 5.4; B: -2; C: 0; D: i; E: 3; F: -8; G: -0.5; H: -0.2; I: 6; J: 2

CCN(CC)C(=O)CSC(Nc1ccc(F)cc1)=C(C#N)C#N
  A: 2.4; B: -21; C: -4; D: .; E: 3; F: -7; G: 0.4; H: 0.3; I: 15; J: -4

CC1=NN(c2ccccc2)C(=O)/C1=C\c1cc(C)n(C)c1C
  A: 2.3; B: -2; C: -32; D: i; E: -1; F: -4; G: 0.4; H: 0.2; I: 2; J: -6

O=C(O)C1CCC(C(=O)O)O1 (stereo not drawn)
  A: 0.0; B: 7; C: 9; D: i; E: -1; F: -2; G: -0.7; H: -0.4; I: -1; J: -6

O=C(Nc1nc(COc2ccccc2)cs1)C1CCC1
  A: -0.7; B: -4; C: -3; D: i; E: 0; F: -1; G: -0.3; H: -0.3; I: -3; J: -3

COC(=O)CN1C2(C#N)CCCCC2CC2CCCCC21C#N (stereo not drawn)
  A: -1.5; B: -2; C: 4; D: i; E: -2; F: -7; G: 0.7; H: -1.0; I: 3; J: 3

CCc1nc(CN(C)C(=O)C2CCC(=O)N(CCc3cccc(F)c3)C2)no1 (stereo not drawn)
  A: -1.1; B: 0; C: 8; D: i; E: -2; F: -5; G: 0.3; H: -0.3; I: 6; J: -1

CC(OC(=O)c1cccs1)C(=O)NCc1ccco1 (stereo not drawn)
  A: -0.5; B: 5; C: -1; D: i; E: -7; F: -2; G: 0.2; H: 0.1; I: 0; J: -1

O=C(NC(=S)NNS(=O)(=O)c1ccccc1)c1ccccc1[N+](=O)[O-]
  A: -1.8; B: -2; C: -9; D: i; E: 1; F: -10; G: -0.4; H: 0.3; I: 0; J: 7

O=[N+]([O-])c1ccccc1COc1ccc(Cl)c2cccnc12
  A: -1.6; B: 8; C: 2; D: i; E: 0; F: -10; G: -1.3; H: -0.4; I: 0; J: 1

Nc1ccc(C(=O)C(=O)c2ccccc2)cc1
  A: 0.8; B: -2; C: -3; D: i; E: -2; F: 5; G: 2.3; H: -0.6; I: 1; J: -1

Seven entries from above, with tabs.
mol	LMPTP block	DNMT1 inh	SUMO1 PPI mod	Rpn11 block	STEP inh	Scp-1 inhibitor	MsrA inh	Tb MetRS inh	CSN inh	NadD block
Cc1ccc(-c2c(C(=O)N/N=C/c3c[nH]c4ccccc34)nnn2-c2nonc2N)cc1	0.8	-9	0	i	-4	0	2.0	-0.7	1	9
Cc1ccc(N2CCN(c3ccc(C)cc3)C2c2ccccn2)cc1	-0.3	0	-9	i	1	-12	-0.1	-0.4	5	12
CCN(Cc1ccc2c(c1)OCO2)C(=O)CSc1nc(C)nc2sc(C)c(C)c12	5.4	-2	0	i	3	-8	-0.5	-0.2	6	2
CCN(CC)C(=O)CSC(Nc1ccc(F)cc1)=C(C#N)C#N	2.4	-21	-4	.	3	-7	0.4	0.3	15	-4
CC1=NN(c2ccccc2)C(=O)/C1=C\c1cc(C)n(C)c1C	2.3	-2	-32	i	-1	-4	0.4	0.2	2	-6
O=C(O)C1CCC(C(=O)O)O1 (stereo not drawn)	0.0	7	9	i	-1	-2	-0.7	-0.4	-1	-6
O=C(Nc1nc(COc2ccccc2)cs1)C1CCC1	-0.7	-4	-3	i	0	-1	-0.3	-0.3	-3	-3

(next part)
Assay codes: A = LMPTP block; B = DNMT1 inh; C = SUMO1 PPI mod; D = Rpn11 block; E = STEP inh; F = Scp-1 inhibitor; G = MsrA inh; H = Tb MetRS inh; I = CSN inh; J = NadD block
Cc1cccc(C)c1OCC(O)CNS(=O)(=O)c1ccccc1C(=O)N1CCOCC1 (stereo not drawn)
  A: 0.0; B: -1; C: -1; D: i; E: -2; F: -1; G: -0.1; H: -0.6; I: 4; J: -4

O=C1CCC(=O)N1c1nc2nc(-c3ccccc3)cc(=O)n2[nH]1
  A: -2.7; B: 0; C: 1; D: i; E: -3; F: 1; G: 1.0; H: -1.5; I: 0; J: -6

Cc1cc(NC(=O)CSc2ccc(-c3ccc(F)cc3)nn2)no1
  A: 2.0; B: 0; C: -1; D: i; E: 3; F: 8; G: -0.3; H: -0.9; I: 1; J: 8

CCCCN=Cc1sc2ccc(OCC)cc2c1O
  A: -0.3; B: 3; C: -9; D: i; E: 1; F: -3; G: 0.8; H: -0.5; I: -3; J: -7

CC(C)c1nc2c(c(=O)n(C)c(=O)n2C)n1C
  A: -0.1; B: 3; C: 3; D: i; E: -3; F: -4; G: 1.4; H: -0.2; I: 2; J: -8

Cc1ccc(S(=O)(=O)N2[C@@H](c3ccc(Br)cc3)C(C(=O)O)=CC[C@H]2c2ccc(Cl)c(Cl)c2)cc1
  A: 2.3; B: 6; C: 40*; D: i; E: 1; F: -14; G: 0.8; H: 0.3; I: 13; J: 13

O=C(Cc1cccc(NC(=O)C2CCCN(C(=O)C3CC3)C2)c1)Nc1cccc(C(=O)N2CCOCC2)c1 (stereo not drawn)
  A: -2.0; B: 1; C: 5; D: i; E: -2; F: 4; G: -1.4; H: -0.1; I: 1; J: -4

CCOC(=O)c1[nH]ncc1CN1CCC(Cc2ccccc2)(C(=O)OCC)CC1
  A: -0.5; B: 2; C: -1; D: i; E: 1; F: -4; G: -1.1; H: -0.4; I: 4; J: -3

S=C(Nc1ccccc1)N1CCN(c2ccc(N3CCOCC3)nn2)CC1
  A: -1.0; B: -2; C: -12; D: i; E: 2; F: -7; G: 1.3; H: -0.3; I: -1; J: -2

O=C(NC1CC1)c1cc2c(F)cccc2s1
  A: 0.7; B: 3; C: -6; D: i; E: -2; F: 3; G: 1.2; H: -1.0; I: -1; J: 1

O=C(c1ccc(-c2ccccc2)cc1)N1CCN(C(=O)c2ccco2)CC1
  A: -1.5; B: 3; C: 1; D: i; E: -1; F: -18; G: 0.3; H: 0.2; I: 2; J: -4

c1ccc(CSCc2cn3ccsc3n2)cc1
  A: 0.7; B: 1; C: 5; D: i; E: 3; F: 9; G: -0.2; H: -0.4; I: -2; J: 4

COc1ccc(/C=C2\C(=N)N3N=C(CC(=O)N4CCCCC4)SC3=NC2=O)cc1
  A: -0.5; B: 2; C: -14; D: i; E: 1; F: -6; G: -0.3; H: -0.6; I: 0; J: 4

CCCCNS(=O)(=O)c1cccc(NC(=O)[C@H]2C[C@H](O)[C@@H](CO)O2)c1
  A: -0.7; B: 2; C: -2; D: i; E: 0; F: .; G: -0.4; H: 0.5; I: 0; J: 4

COc1ccc(NC(=O)CS(=O)CC(=O)Nc2cc(Cl)ccc2OC)cc1 (stereo not drawn)
  A: -0.8; B: 5; C: 4; D: i; E: -4; F: -5; G: -1.0; H: -0.7; I: -2; J: 0

Continuation:
Assay codes: A = LMPTP block; B = DNMT1 inh; C = SUMO1 PPI mod; D = Rpn11 block; E = STEP inh; F = Scp-1 inhibitor; G = MsrA inh; H = Tb MetRS inh; I = CSN inh; J = NadD block
COC(=O)Cn1cc(/C=N/NC(=O)c2ccc(C#N)cc2F)c2ccccc21
  A: -1.8; B: -2; C: -9; D: i; E: -3; F: 15; G: 3.6; H: -0.3; I: -6; J: -3

O=C(CSc1ccc(-c2ccccn2)nn1)NCc1ccc(F)cc1
  A: -0.9; B: 5; C: -2; D: i; E: 4; F: -4; G: -0.7; H: -1.0; I: 1; J: -1

CCCc1n[nH]c2c1C(=O)CC(C)(C)C2
  A: -4.2; B: 0; C: 2; D: i; E: 0; F: -7; G: 1.0; H: -1.2; I: -5; J: -3

CCC1Sc2ccc(S(=O)(=O)CCC(=O)Nc3ccccc3Cl)cc2NC1=O (stereo not drawn)
  A: 1.0; B: 2; C: 2; D: i; E: -1; F: -1; G: 0.5; H: -0.3; I: -7; J: -5

O=C(C1CC(=O)N(C2CCCCC2)C1)N1CCN(c2cccc(C(F)(F)F)c2)CC1 (stereo not drawn)
  A: 1.4; B: -5; C: 1; D: i; E: -2; F: -8; G: -0.3; H: -0.3; I: 1; J: 4

O=C(NCc1ccc2c(c1)OCO2)c1cccc2c1C(=O)N(C1CCCCC1)C2
  A: 0.1; B: -3; C: 3; D: i; E: 3; F: -1; G: 0.2; H: -0.3; I: -7; J: 0

C=CCn1c(CCSCc2ccccc2)n[nH]c1=S
  A: -3.2; B: -1; C: -2; D: i; E: 0; F: 3; G: 0.1; H: -0.4; I: 1; J: -8

COc1ccc(CC(=O)Nc2cccc(-c3csc(C)n3)c2)cc1
  A: 0.4; B: -3; C: -4; D: i; E: -1; F: 0; G: 0.5; H: -2.5; I: -7; J: 0

CC1=NN(C(=O)c2ccc(Cl)cc2)C(O)(c2ccccc2)C1 (stereo not drawn)
  A: 1.8; B: -3; C: -1; D: i; E: 3; F: 18; G: 1.1; H: 0.8; I: 4; J: 0

C#CCOCCOCCOCCNc1nc(N2CCOCC2)nc(N2CCN(C(=O)[C@H](CCC(=O)O)n3cc(C(N)Cc4ccc(O)cc4)nn3)CC2)n1 (stereo partly drawn)
  A: -3.3; B: 5; C: 7; D: i; E: 1; F: 0; G: .; H: -0.3; I: -3; J: 0

COc1ccc(CCNC(=O)CSCc2ccc(Cl)cc2)cc1OC
  A: -0.3; B: 5; C: -3; D: i; E: -3; F: -7; G: -0.2; H: -0.3; I: -10; J: -7

Compounds were not picked by outcome. About 3.9% of those tested had a hit in this group.
